# HTRA1 inh = blocks human HTRA1 serine peptidase. Q92743. recombinant HTRA1, FP-rhodamine activity-based probe, fluorescence polarization. inhibition, % at 5.96 µM. 0.5% of 340,000 active. AID 504803; in the data active means inhibition above about 36%;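 further: 0% = enzyme with DMSO and 100% = wells lacking enzyme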
# Target sequence (Q92743 whole entry, looked up): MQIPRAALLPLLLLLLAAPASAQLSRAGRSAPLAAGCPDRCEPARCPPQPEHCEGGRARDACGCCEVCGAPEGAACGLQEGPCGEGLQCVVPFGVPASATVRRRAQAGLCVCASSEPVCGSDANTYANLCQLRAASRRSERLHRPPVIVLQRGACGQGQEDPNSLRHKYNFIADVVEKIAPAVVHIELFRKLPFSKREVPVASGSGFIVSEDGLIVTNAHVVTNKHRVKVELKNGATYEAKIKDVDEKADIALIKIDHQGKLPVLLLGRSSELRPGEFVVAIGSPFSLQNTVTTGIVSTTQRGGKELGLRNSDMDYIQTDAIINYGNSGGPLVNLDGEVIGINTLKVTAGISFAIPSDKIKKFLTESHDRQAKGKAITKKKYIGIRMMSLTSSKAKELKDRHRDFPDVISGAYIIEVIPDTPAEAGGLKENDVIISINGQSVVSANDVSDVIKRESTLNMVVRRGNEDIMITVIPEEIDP
# SIAE primary = human SIAE inhibition, primary screen; Q9HAT2; SIAE FP-Rh probe binding, fluorescence polarization; inhibition, % at 9.66 µM; 0.69% of 370,000 active;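 active means inhibition above a cutoff: mean of compounds within the control limits plus 3 SD of those, cut at about 17% in these data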;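 further: 0% = plate median of compound wells and 100% = probe without SIAE protein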
# PG9 Ab binder = small molecules binding HIV-1 gp120 antibody PG9 | 0.43% of 360,000 active | inhibition, % at 6.7 µM | TR-FRET gp120-PG9 antibody binding | AID 624416; in the data active means inhibition above about 8.5%
# UHRF1 binding = blocks human UHRF1 binding to methylated DNA. UHRF1 binding to methylated oligo, TR-FRET. 0.75% of 370,000 active. Q96T88. inhibition, % at 4.4 µM; in the data active means inhibition above about 21%;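 further: UHRF1 SRA domain binding a hemimethylated CpG hairpin DNA probe; 0% = median of test compound wells and 100% = reference inhibitor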
# TCR-CD3 inh = blocks the human TCR-CD3 interaction | 0.37% of 360,000 active | inhibition, % at 9.4 µM | TAMRA-labeled TCR probe fluorescence, biochemical; in the data active means inhibition above about 19%;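 further: recombinant mutant TCR 2C K166C tagged with TAMRA read by polarization; 0% = receptor in buffer alone and 100% = receptor with positive control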
# ABHD4 inh = ABHD4 (mouse) inhibition, primary FP screen. purified mABHD4, FP-Rh probe fluorescence polarization. inhibition, % at 8.92 µM. 0.54% of 370,000 active. AID 720543;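 active means inhibition exceeding the mean over every tested compound plus 3 SD, cut at about 30% in these data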;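 further: 0% = plate median of compound wells and 100% = S159A mutant with DMSO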
#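 Assay system: wild-type mouse ABHD4 protein; compound: single nominal dose of 8.92 µM, 0.89% DMSO final; schedule: 45 min + 60 min at 25 °C; measured by: FP readout, ex 525 nm / em 598 nm; evaluation: % inhibition of FP-Rh probe binding versus controls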
# PRMT1 inh = blocks human protein arginine methyltransferase 1. inhibition, % at 2.79 µM. 1.3% of 370,000 active. Q99873. recombinant PRMT1, activity-based probe fluorescence polarization. AID 652257;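 active means inhibition above about 21% made by adding two undisclosed values, limit read from the data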
# DDE Tn7 FP inh = disrupts Tn7 cyclic peptide binding to fibrin D-Dimer-E complex; 0.13% of 370,000 active; FP displacement of FITC-Tn7 peptide from fibrin DD(E); 0% = median of compound wells per plate; AID 720508; inhibition, % at 8.3 µM;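 active means inhibition above the mean of compounds falling within the control limits plus 3 SD of them, cut at about 14% in these data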;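 further: 0% = plate median of compound wells and 100% = 10 µM Aha-Tn7 peptide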
# Target sequence (P02675 whole entry, looked up): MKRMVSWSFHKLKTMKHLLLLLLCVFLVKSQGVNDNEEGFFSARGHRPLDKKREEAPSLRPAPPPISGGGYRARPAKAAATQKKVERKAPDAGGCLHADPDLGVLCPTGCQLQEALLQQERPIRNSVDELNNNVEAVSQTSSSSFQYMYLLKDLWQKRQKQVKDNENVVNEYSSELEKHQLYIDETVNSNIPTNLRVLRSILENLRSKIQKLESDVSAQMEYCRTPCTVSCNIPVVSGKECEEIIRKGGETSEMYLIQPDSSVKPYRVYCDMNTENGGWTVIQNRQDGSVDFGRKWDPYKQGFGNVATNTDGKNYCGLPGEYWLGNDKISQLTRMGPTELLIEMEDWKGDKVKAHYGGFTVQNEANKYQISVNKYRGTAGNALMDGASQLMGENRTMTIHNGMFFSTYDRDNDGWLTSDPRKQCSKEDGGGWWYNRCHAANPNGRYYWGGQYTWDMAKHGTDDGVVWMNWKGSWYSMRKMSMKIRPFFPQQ
#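 Test system – human fibrin DD(E) · Times – 10 min preincubation, 3 h with tracer, room temperature · Detection – fluorescence polarization of the labelled Tn7 tracer · Measure – percent inhibition normalized to high-control wells · Benchmarks – high control wells with 10 µM unlabelled Aha-Tn7 peptide (full inhibition) · Repeats – singlicate testing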
# LEDGF integ inh = blocks HIV-1 LEDGF/p75-dependent DNA integration; AID 743269; inhibition, % at 3.7 µM; 0.64% of 370,000 active; TR-FRET IN-LEDGF/p75 DNA integration, Eu/Cy5;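 active means inhibition above the screen-wide mean plus 3 SD, cut at about 13% in these data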;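 further: signal is the Cy5 over europium emission ratio at 671 and 618 nm; 0% = plate median of compound wells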
# TDP2 absorb = blocks human TDP2 phosphodiesterase activity. O95551. recombinant TDP2, T5PNP hydrolysis, p-nitrophenol absorbance 415 nm. inhibition, % at 12.8 µM. 0.34% of 370,000 active. AID 720702;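 active means inhibition above the mean of all tested compounds plus 3 SD, set per campaign, cut at about 25% in these data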;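 further: 0% = DMSO with enzyme and 100% = buffer with substrate but no TDP2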
#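 System – recombinant human TDP2 · Quantity – TDP2 enzyme at 120 nM final · Doses – single concentration, 12.8 µM nominal, with 1% DMSO · Incubation – 2 h at 37 °C · Measured by – epi absorbance of p-nitrophenol freed from T5PNP by hydrolysis · Read-out – % inhibition relative to enzyme-containing and enzyme-free wells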
# Numbers without * were called inactive; / = not tested or not shown.
compound,HTRA1 inh,SIAE primary,PG9 Ab binder,UHRF1 binding,TCR-CD3 inh,ABHD4 inh,PRMT1 inh,DDE Tn7 FP inh,LEDGF integ inh,TDP2 absorb
O=C(Nc1ccc(S(=O)(=O)Nc2ccccc2)cc1)c1ccc(CN2CCOCC2)cc1,-9.1,-10.9,3.7,-1.0,-0.3,-4.6,1.6,5.7,-2.5,4.2
CC/C(C)=C1\SC(N2CCN(c3cccc(C(F)(F)F)c3)CC2)=NC1=O,-5.3,2.0,-1.5,-2.4,-0.2,0.5,1.1,-0.8,1.5,1.4
CC(Sc1nc(-c2ccccc2)c(-c2ccccc2)[nH]1)C(=O)NCC1CCCO1 (stereo not given),-5.7,20.5*,-0.6,-1.9,-1.0,4.4,-3.7,-4.3,3.3,2.4
CCOC(=O)CS(=O)(=O)c1ccc(O)cc1,-1.3,-4.1,-2.2,-1.4,1.9,-3.5,0.5,0.0,0.6,5.9
O=C(O)Cn1nnnc1SCC(=O)Nc1ccc(F)cc1F,3.5,1.3,-1.1,1.3,3.0,0.7,0.9,-2.1,-1.8,-3.6
CN(C(=O)CSc1nnc(-c2ccccc2F)n1N)C1CCCCC1,-0.9,5.3,-0.4,5.0,-5.0,-0.8,-2.6,7.2,0.0,-9.0
COc1ccccc1CNC(=O)Cn1c(=O)c2cccn2c2cccnc21,-5.3,1.1,-1.2,0.5,2.7,-2.5,-4.4,-5.4,3.2,2.5
CN1C(=O)N(C)C(c2ccccc2Cl)C2=C1CC(C)(C)CC2=O (stereo not given),-1.6,0.0,-3.0,-1.0,2.7,-7.4,-2.6,-2.1,2.2,8.7
O=C(O)C(=Cc1ccccc1[N+](=O)[O-])c1ccccc1,4.3,1.1,-1.5,-1.3,-1.4,-5.8,4.1,-3.6,-3.1,-4.7
CCn1cc(CN2CCC(n3nccc3NC(=O)c3cccc(F)c3)CC2)c(C)n1,4.0,3.3,-2.6,1.6,-3.9,11.9,5.0,0.7,-1.5,0.0
O=C(C1CC1)N1N=C(c2ccc(Br)cc2)CC1(O)C(F)(F)F (stereo not given),-7.8,-3.9,2.0,-0.6,6.9,-4.1,1.4,0.2,-1.0,12.2
COc1ccc(Br)cc1CNC(=O)CCc1nc(-c2ccccc2F)no1,-11.0,-3.8,-0.4,9.5,3.2,-8.1,-1.9,1.6,3.5,-3.2
Cc1c(C(=O)N2CCOCC2)oc2c1C(=O)CC(C)(C)C2,6.5,0.6,-0.6,-1.1,-0.7,-3.4,-0.6,3.0,1.2,-2.7
N#Cc1cccnc1N1CCN(C(=O)c2cccc3c2C(=O)c2ccc(Cl)cc2S3(=O)=O)CC1,-0.2,-1.8,1.0,-0.5,3.9,-3.3,-2.1,1.7,0.8,-18.1
CCc1ccc(OS(=O)(=O)c2cn(C)c(=O)n(C)c2=O)cc1,-0.8,-8.2,-1.6,4.1,0.8,3.4,6.7,2.8,5.9,-0.6
COC(=O)c1c(NC(=O)c2ccccc2)sc2c1CC(C)(C)OC2,-0.3,-1.8,-2.9,3.0,5.9,-2.6,1.5,-3.0,0.7,-6.2
O=C(CSc1nncn1-c1ccccc1)Nc1ccc(F)cc1F,-10.3,2.3,-0.2,1.1,6.4,0.5,0.0,7.4,-2.3,-9.6
COc1cc2nc3c4ccccc4n(CC#N)c3nc2cc1OC,/,-4.9,-0.2,-1.1,-3.6,-5.2,-3.0,-0.8,0.2,-1.6
Cc1cnc(C(=O)N(c2ccccc2)C(c2ccccc2)c2nc3ccccc3[nH]2)cn1 (stereo not given),/,-2.5,8.6,-2.5,-4.0,0.3,-0.7,-1.2,-1.4,-6.5
Cc1ccc(S(=O)(=O)N(C)CC(=O)O/N=C(\N)c2cccc(Br)c2)cc1,-25.4,-8.8,0.8,-0.7,3.7,-7.5,2.0,-3.2,1.6,-0.7
COC(=O)[C@H](Cc1ccccc1)NC(=O)/C=C/[C@H]1O[C@@H](n2cc(C)c(=O)[nH]c2=O)C[C@@H]1O,/,-0.8,0.1,-1.1,-2.4,6.9,-0.7,-9.5,0.1,7.7
COC(=O)c1sccc1NS(=O)(=O)c1ccc(F)cc1F,5.5,9.5,3.5,-4.0,-1.3,2.6,-2.0,-0.7,-3.5,5.3
O=C(NCc1ccc(F)cc1)C1CCCN1C(=O)Nc1ccccc1 (stereo not given),2.9,4.1,-2.0,-1.7,4.8,2.5,2.0,-3.1,5.2,5.4
COc1cccc(NC(=O)COC(=O)CCCC2=NS(=O)(=O)c3ccccc3N2)c1,-1.4,-0.9,1.8,-2.0,9.6,-4.1,2.2,6.7,0.3,4.8
CC1CCC2(CC1)CCN(CCCOC(=O)Nc1ccc3c(c1)OCO3)C2=O (stereo not given),/,1.0,/,0.7,/,4.4,-4.6,4.8,5.6,4.2
N#C/C(=C\c1ccc(-c2cccc(C(F)(F)F)c2)o1)C(=O)Nn1cnnc1,-17.2,-7.3,-1.7,2.4,-4.2,3.3,4.3,0.1,2.8,3.1
O=C(CCc1ccccc1)N=C1SC2CS(=O)(=O)CC2N1c1ccccc1F (stereo not given),0.1,-2.6,0.3,1.0,3.1,-1.7,0.2,2.4,1.1,11.7
CC(C)C[C@H](NC(=O)c1[nH]cnc1C(=O)Nc1ccccc1F)C(=O)OC(C)(C)C,-29.6,-14.2,-0.8,-1.8,-2.2,-18.1,-1.2,3.8,0.4,-10.8
COc1ccccc1NC(=S)NN1CCN(C)CC1,-2.0,3.5,-1.9,14.1,-0.4,-1.6,3.2,4.3,-8.2,6.3
COC(=O)c1ccccc1NC(=O)CSc1nc(O)c(-c2ccccc2)c(=O)[nH]1,3.3,-5.5,1.1,15.5,-1.6,3.5,5.3,1.6,-4.2,9.8

# Ten compounds already listed, sorted by length of the SMILES, largest number first.
compound,HTRA1 inh,SIAE primary,PG9 Ab binder,UHRF1 binding,TCR-CD3 inh,ABHD4 inh,PRMT1 inh,DDE Tn7 FP inh,LEDGF integ inh,TDP2 absorb
COC(=O)[C@H](Cc1ccccc1)NC(=O)/C=C/[C@H]1O[C@@H](n2cc(C)c(=O)[nH]c2=O)C[C@@H]1O,/,-0.8,0.1,-1.1,-2.4,6.9,-0.7,-9.5,0.1,7.7
CC(C)C[C@H](NC(=O)c1[nH]cnc1C(=O)Nc1ccccc1F)C(=O)OC(C)(C)C,-29.6,-14.2,-0.8,-1.8,-2.2,-18.1,-1.2,3.8,0.4,-10.8
Cc1cnc(C(=O)N(c2ccccc2)C(c2ccccc2)c2nc3ccccc3[nH]2)cn1 (stereo not given),/,-2.5,8.6,-2.5,-4.0,0.3,-0.7,-1.2,-1.4,-6.5
COC(=O)c1ccccc1NC(=O)CSc1nc(O)c(-c2ccccc2)c(=O)[nH]1,3.3,-5.5,1.1,15.5,-1.6,3.5,5.3,1.6,-4.2,9.8
N#C/C(=C\c1ccc(-c2cccc(C(F)(F)F)c2)o1)C(=O)Nn1cnnc1,-17.2,-7.3,-1.7,2.4,-4.2,3.3,4.3,0.1,2.8,3.1
CC1CCC2(CC1)CCN(CCCOC(=O)Nc1ccc3c(c1)OCO3)C2=O (stereo not given),/,1.0,/,0.7,/,4.4,-4.6,4.8,5.6,4.2
O=C(NCc1ccc(F)cc1)C1CCCN1C(=O)Nc1ccccc1 (stereo not given),2.9,4.1,-2.0,-1.7,4.8,2.5,2.0,-3.1,5.2,5.4
COC(=O)c1sccc1NS(=O)(=O)c1ccc(F)cc1F,5.5,9.5,3.5,-4.0,-1.3,2.6,-2.0,-0.7,-3.5,5.3
COc1cc2nc3c4ccccc4n(CC#N)c3nc2cc1OC,/,-4.9,-0.2,-1.1,-3.6,-5.2,-3.0,-0.8,0.2,-1.6
COc1ccccc1NC(=S)NN1CCN(C)CC1,-2.0,3.5,-1.9,14.1,-0.4,-1.6,3.2,4.3,-8.2,6.3

# Continuation:
compound,HTRA1 inh,SIAE primary,PG9 Ab binder,UHRF1 binding,TCR-CD3 inh,ABHD4 inh,PRMT1 inh,DDE Tn7 FP inh,LEDGF integ inh,TDP2 absorb
CNC(=S)N1CCN=C1Nc1nc(C)cc(C)n1,4.4,-0.3,-1.8,-0.6,2.8,-3.2,-1.6,1.0,-5.0,1.7
CSc1ccccc1OCc1cc(C(=O)N2CCSCC2)no1,-4.7,0.1,-0.6,1.9,-8.9,-6.5,-2.7,0.3,-0.3,-14.0
CC[n+]1c(/C=C/Nc2ccccc2)oc2ccc(OC)cc21,-0.9,0.1,-2.5,-0.1,-3.8,0.8,-3.3,6.2,-1.8,1.7
O=C(NCc1ccncc1)[C@@H]1CCCN1C(=O)[C@@H]1CCCN1,/,0.4,1.5,-1.6,3.8,7.4,-1.6,-0.7,-2.8,0.6
CCC(C)c1ccccc1NC(=O)COC(=O)c1ccc(N2CCCC2)c([N+](=O)[O-])c1 (stereo not given),-4.1,-6.6,2.3,-0.7,-3.4,5.9,-0.3,-0.9,0.3,3.1
CCOC(=O)CN1C(=O)N[C@H](c2ccc(Br)cc2)C(C(C)=O)=C1C,-11.7,-1.4,0.3,1.1,0.7,2.4,6.0,-3.5,-1.3,-4.6
O=C(CSc1nnc(CN2CCOCC2)n1-c1ccccc1)Nc1ccc(Cl)cc1,-10.2,-2.7,0.4,0.8,3.8,-0.1,-1.1,4.5,-0.3,2.7
O=C(NNC(=O)c1cc(-c2ccncc2)nc2ccccc12)c1ccccc1F,8.0,-0.6,-2.6,-1.0,0.7,-4.4,-0.8,-11.1,-0.1,-2.5
COc1cc(CN2CCC(n3nccc3NC(=O)CCCc3ccccc3)CC2)ccc1F,2.5,5.0,-1.1,-0.6,6.3,2.4,-2.9,8.0,0.8,-1.2
CCCCN(C)C(=O)C1CCN(c2ccc(S(=O)(=O)N3CCOCC3)cc2[N+](=O)[O-])CC1,0.7,2.2,-0.5,-4.4,3.6,3.6,-1.6,3.4,-1.3,7.2

# Record cards, as listed above.
# O=C(NNC(=O)c1cc(-c2ccncc2)nc2ccccc12)c1ccccc1F in the list: HTRA1 inh = 8.0; SIAE primary = -0.6; PG9 Ab binder = -2.6; UHRF1 binding = -1.0; TCR-CD3 inh = 0.7; ABHD4 inh = -4.4; PRMT1 inh = -0.8; DDE Tn7 FP inh = -11.1; LEDGF integ inh = -0.1; TDP2 absorb = -2.5
# O=C(CSc1nnc(CN2CCOCC2)n1-c1ccccc1)Nc1ccc(Cl)cc1 in the list: HTRA1 inh = -10.2; SIAE primary = -2.7; PG9 Ab binder = 0.4; UHRF1 binding = 0.8; TCR-CD3 inh = 3.8; ABHD4 inh = -0.1; PRMT1 inh = -1.1; DDE Tn7 FP inh = 4.5; LEDGF integ inh = -0.3; TDP2 absorb = 2.7
